Assay outcomes deposited in PubChem by several laboratories.
Rpn11 block – blocks the human proteasome subunit Rpn11; O00487; human 26S proteasome, Ub4-pepOG fluorescence polarization; 20S core pre-blocked with epoxomicin; 360,000 compounds, 0.59% hits; AID 588493; calls only at 20 µM;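 active = inhibition at 20 µM, scaled to each plate's controls, above about 33%, limit read from the data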
Rin1-Abl PPI inh – blocks binding of human Rin1 to Abl | P00519+Q13671 | 360,000 compounds, 0.4% hits | TR-FRET Rin1/Abl binding, biochemical | inhibition, % at 7.35 µM; in the data active = inhibition above about 5%, passing the limit was not always enough
CSN inh – blocks human CSN-mediated cullin deneddylation | Q92905 | Purified CSN, SCF-Nedd8-OG deneddylation, fluorescence polarization | inhibition, % at 12.5 µM | 360,000 compounds, 0.38% hits | AID 651999;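 active = pattern-corrected inhibition above about 35%, with an unprinted fluorescence ratio check between 0.5 and 1.5, limit read from the data, passing the limit was not always enough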;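 also: 0% = enzyme with substrate and 100% = substrate without enzyme; some results filed as inactive read as strong as hits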
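Test system: Human Csn5 produced in HEK293T cells | Compound: 12.5 µM single point | Times: 90 min, room temperature | Signal: Fluorescence polarization readout | Read-out basis: % inhibition of substrate cleavage by Csn5 | Controls: no-enzyme wells high, enzyme-with-substrate wells low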
Neddyl block – cullin neddylation inhibition; 360,000 compounds, 0.58% hits; TR-FRET cullin neddylation, biochemical; calls only at 25 µM; P61081+Q13564; in the data active = inhibition above about 36%
Target sequence (P61081 whole entry, looked up): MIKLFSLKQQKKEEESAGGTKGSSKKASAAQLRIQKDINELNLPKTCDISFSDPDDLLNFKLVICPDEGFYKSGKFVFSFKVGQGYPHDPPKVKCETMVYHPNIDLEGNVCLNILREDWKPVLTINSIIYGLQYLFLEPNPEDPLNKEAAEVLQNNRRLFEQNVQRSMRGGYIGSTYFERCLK
Target sequence (Q13564 whole entry, looked up): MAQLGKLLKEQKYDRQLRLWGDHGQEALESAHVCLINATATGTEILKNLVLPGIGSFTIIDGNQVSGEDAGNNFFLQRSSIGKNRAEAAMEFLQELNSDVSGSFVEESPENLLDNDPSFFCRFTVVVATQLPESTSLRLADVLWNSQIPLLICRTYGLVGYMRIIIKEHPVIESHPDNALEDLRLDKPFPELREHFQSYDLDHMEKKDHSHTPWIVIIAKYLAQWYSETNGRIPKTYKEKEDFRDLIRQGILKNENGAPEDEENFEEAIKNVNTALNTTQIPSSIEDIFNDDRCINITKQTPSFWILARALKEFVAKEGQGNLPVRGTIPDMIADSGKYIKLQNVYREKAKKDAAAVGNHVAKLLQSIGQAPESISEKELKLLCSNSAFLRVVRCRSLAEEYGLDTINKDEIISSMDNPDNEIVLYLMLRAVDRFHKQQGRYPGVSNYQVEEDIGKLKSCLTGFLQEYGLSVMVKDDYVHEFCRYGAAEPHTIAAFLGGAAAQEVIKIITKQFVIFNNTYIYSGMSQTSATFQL
DNMT1 block – DNMT1 (human) enzyme inhibition; P26358; DNMT1 molecular beacon, Hinp1I cleavage, fluorescence; inhibition (reported as % activation of signal), % at 10 µM; 360,000 compounds, 0.83% hits; in the data active = inhibition above about 50%
SUMO1 PPI mod – alters human SUMO1 binding to SIM partners; AID 602429; 360,000 compounds, 0.33% hits; P63165; inhibition, % at 20 µM; SUMO1 binding to a labelled peptide, TR-FRET, 1 h; in the data active = inhibition above about 37%
Target sequence (P63165 whole entry, looked up): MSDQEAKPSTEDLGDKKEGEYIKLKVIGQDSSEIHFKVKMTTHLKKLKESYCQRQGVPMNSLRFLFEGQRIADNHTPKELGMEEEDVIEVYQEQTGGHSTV
NadD block – inhibitors of Staphylococcus aureus NadD. purified NadD enzyme, colorimetric absorbance read-out. AID 602399. inhibition, % at 20 µM. 360,000 compounds, 0.78% hits; in the data active = inhibition above about 26%; also: some compounds past the cut are filed as inactive
STEP inh – blocks human striatal-enriched tyrosine phosphatase; P54829; 360,000 compounds, 0.25% hits; recombinant STEP, OMFP fluorogenic substrate, fluorescence; inhibition, % at 20 µM;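 active = inhibition at 20 µM, scaled per plate between control wells, above about 37%, limit read from the data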;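 also: 0% = DMSO with enzyme and substrate and 100% = substrate only without enzyme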
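Also added – OMFP at 25 µM · Test system – STEP tyrosine phosphatase · Technique – FITC-channel fluorescence of OMFP product · Schedule – 20 min at room temperature, dark · Evaluation – control-normalized % inhibition with plate pattern correction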
Scp-1 inhibitor – Scp-1 (human) phosphatase inhibition | Q9GZU7 | Recombinant Scp1, phosphopeptide, malachite green phosphate absorbance | inhibition, % at 20 µM | 340,000 compounds, 0.88% hits | AID 493091;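 active = inhibition above about 50% at 20 µM, limit read from the data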;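 also: plate controls were DMSO wells with enzyme for no effect and wells lacking enzyme for full effect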
Target sequence (Q9GZU7 76-261 limits assumed): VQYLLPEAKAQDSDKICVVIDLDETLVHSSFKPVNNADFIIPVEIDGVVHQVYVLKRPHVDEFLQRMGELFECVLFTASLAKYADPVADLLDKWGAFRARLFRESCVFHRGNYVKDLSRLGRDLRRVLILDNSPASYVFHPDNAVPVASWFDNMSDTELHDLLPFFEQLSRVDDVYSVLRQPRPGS
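Material: truncated SCP-1 phosphatase (76-261aa) / Buffer or medium: 50 mM Tris acetate pH 5.5, 0.005% Tween-20, 10 mM MgCl2 / Compound dosing: one concentration, 20 µM, with 1.0% DMSO / Incubation: 45 min room-temperature reaction, 5 min colour, 30 min stabiliser / Detection: colorimetric free-phosphate detection, absorbance 630 nm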
LMPTP block – LMPTP (human) inhibition | P24666 | recombinant LMPTP-A, OMFP fluorogenic substrate, fluorescence intensity | inhibition, % at 20 µM | 360,000 compounds, 0.22% hits | AID 651560;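 active = compounds that cut the enzyme signal by at least half of the control window in the single-dose screen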;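 also: plate controls were DMSO wells with enzyme plus substrate for no effect and substrate without enzyme for full effect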
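Test system: LMPTP-A, protein tyrosine phosphatase of low molecular weight; Input: 0.625 nM enzyme; Incubation: 50 min dark incubation at room temperature; Signal: endpoint fluorescence intensity from OMFP dephosphorylation; Read-out basis: % inhibition versus control wells.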
* hit, by the source's call; i = inactive; nt = not tested or not shown.

SMILES	Rpn11 block	Rin1-Abl PPI inh	CSN inh	Neddyl block	DNMT1 block	SUMO1 PPI mod	NadD block	STEP inh	Scp-1 inhibitor	LMPTP block
COCc1cc(Sc2c(Cl)cccc2Cl)nc(-c2ccccc2)n1	i	-3	-3	i	3	0	6	1	-10	2.7
O=C(c1ccco1)N(CCO)Cc1cc2cc3c(cc2[nH]c1=O)OCO3	i	-1	1	i	3	2	-4	1	-5	0.1
O=C(COC(=O)[C@@H]1CC(O)CN1S(=O)(=O)c1ccc(Cl)cc1)NC(=O)NCc1ccccc1 (stereo partly drawn)	i	4	3	i	-5	-2	1	-2	-4	-0.6
Cn1c(=O)[nH]c(=O)c2c1nc(OC(=O)c1ccccc1)n2CC(O)COc1ccc(F)cc1 (stereo not drawn)	i	4	-6	i	3	4	3	0	0	-0.5
COc1cc(/C=C2/C(=O)ON=C2C)ccc1OCc1ccccc1F	i	2	6	i	16	15	9	-2	9	-0.7
COc1ccc(CCNC(=O)C(=O)NN=C2CCCCCCC2)cc1OC	i	-4	-1	i	-1	4	1	-1	-5	-1.3
O=C(NCC(=O)N(CC1CCCO1)C(C(=O)NC1CCCCC1)c1cccnc1)c1cccs1 (stereo not drawn)	i	2	-3	i	0	-2	11	2	-4	-0.4
CCOc1ccc(NC(=O)CCNC(=O)C2CCN(S(=O)(=O)c3ccccc3)CC2)cc1	i	1	-4	i	2	3	-5	-5	-5	0.2
COC(=O)c1c(NC(=O)COc2ccc(Cl)cc2)sc2c1CC(C)(C)NC2(C)C	i	2	6	i	-2	-14	-11	6	-5	3.3
CCCn1c(C)cc(/C=C(\C#N)C(=O)OCC(=O)NC(=O)NC(C)(C)C)c1C	i	-3	-2	i	-11	-10	-9	1	4	2.8
CC(C)c1ccc(N(C(=O)c2csnn2)C(C(=O)NC(C)(C)C)c2ccncc2)cc1 (stereo not drawn)	i	0	3	i	2	2	3	2	-5	-2.9
CCCCOCCCNC(=O)c1ccc(OCC)cc1	i	1	-4	i	2	1	-3	-4	-10	-0.7
O=c1c2ccccc2nc(SCc2cn3ccsc3n2)n1-c1ccccc1F	i	0	-3	i	-7	9	8	1	-1	1.5
COCCN(C(=O)COC(=O)C12CC3CC(CC(Cl)(C3)C1)C2)c1c(N)n(Cc2ccccc2)c(=O)[nH]c1=O	i	-1	-2	i	2	-2	0	1	-7	1.0
CC(C)=NOCC(=O)Nn1c(COc2ccccc2)nc2ccccc2c1=O	i	-1	-1	i	2	3	-1	-4	2	-0.7
CCOc1ccc2ccccc2c1/C=N/NC(=O)CC1(C)OCCCO1	i	-3	-9	i	-1	-11	-2	2	-10	-0.8
CN1CCCN(c2ncnc3scc(-c4ccc(F)cc4)c23)CC1	i	3	2	i	-1	-1	5	-1	-3	-0.1
COc1ccc(NC(=O)CC2C(=O)N(c3ccccc3)C(=O)N2Cc2ccco2)cc1 (stereo not drawn)	i	0	0	i	1	-1	-5	-2	-1	-1.4
COc1cc2c[n+](C)c3c4ccccc4ccc3c2cc1OC	i	-4	-3	nt	19	-96	-4	1	1	4.1
COc1cc(C(=O)NCc2ccccn2)ccc1OCc1c(C)noc1C	i	3	0	i	1	1	-1	-5	-4	-2.4

Reformatted: entries from further up.
smiles | Rpn11 block | Rin1-Abl PPI inh | CSN inh | Neddyl block | DNMT1 block | SUMO1 PPI mod | NadD block | STEP inh | Scp-1 inhibitor | LMPTP block
COc1cc(/C=C2/C(=O)ON=C2C)ccc1OCc1ccccc1F | i | 2 | 6 | i | 16 | 15 | 9 | -2 | 9 | -0.7
COc1ccc(CCNC(=O)C(=O)NN=C2CCCCCCC2)cc1OC | i | -4 | -1 | i | -1 | 4 | 1 | -1 | -5 | -1.3
O=C(NCC(=O)N(CC1CCCO1)C(C(=O)NC1CCCCC1)c1cccnc1)c1cccs1 (stereo not drawn) | i | 2 | -3 | i | 0 | -2 | 11 | 2 | -4 | -0.4

The listing continues.
SMILES	Rpn11 block	Rin1-Abl PPI inh	CSN inh	Neddyl block	DNMT1 block	SUMO1 PPI mod	NadD block	STEP inh	Scp-1 inhibitor	LMPTP block
CCOC(=O)c1c(NC(=O)CN(CC)CC)sc2c1CCC2	i	0	1	i	1	8	-1	4	-6	0.7
CC(=O)c1cccc(NC(=O)CN(c2ccc(C)cc2)S(=O)(=O)c2cccc3nonc23)c1	i	-1	4	i	-7	-22	-11	3	-13	2.1
Cc1ccc2nc(N(CCCN(C)C)C(=O)c3sc4ccccc4c3Cl)sc2c1	i	-10	5	i	-2	-2	4	1	6	-3.2
CSc1cccc(NC(=O)Cc2ccccc2[N+](=O)[O-])c1	i	9	0	i	0	-4	18	-1	-5	0.1
O=C(CNCCc1ccccc1)N1CCc2ccccc2C1	i	0	5	i	-5	0	-1	2	-7	-1.5
C[C@@H]1CN([C@H](C)CO)C(=O)c2cccc(NC(=O)Nc3ccc(C(F)(F)F)cc3)c2O[C@H]1CN(C)S(=O)(=O)c1cccs1	i	3	1	i	-2	2	-5	-2	-8	3.0
COc1ccccc1/C=C/C(=O)NCC(=O)N/N=C/c1cc(Br)ccc1OC	i	-3	-1	i	-9	11	28	5	-2	2.5
COc1ccc(C2Cc3ccccc3C(=O)O2)cc1 (stereo not drawn)	i	3	0	i	0	-2	-7	3	3	-0.4
Cc1cccc(OCC(=O)NNC(=O)c2ccccc2OCc2c(C)noc2C)c1	i	4	4	i	2	2	-3	-2	-5	-0.5
COCCNC(=S)Nc1ccc(N2CCCCC2)cc1	i	4	7	i	-5	0	5	5	-3	5.2
COc1ccc(-n2cccc2/C=C2\C(=N)N3N=C(C(C)C)SC3=NC2=O)cc1	i	-1	-3	i	6	-17	12	8	-3	2.1
O=C(NN1CCOCC1)c1ccc(Cl)c(Cl)c1	i	-1	0	i	-1	-1	4	-2	8	0.6
CN(Cc1nc(-c2cnccn2)no1)CC(O)c1ccccc1 (stereo not drawn)	i	-5	-4	i	4	0	-8	-4	-7	-1.7
Cc1cc(NS(=O)(=O)c2ccc(NC(=O)/C=C/c3ccccc3)cc2)nc(C)n1	i	0	-3	i	-1	2	3	1	-3	-1.8
O=C(NCCOc1ccc(Cl)cc1)C1CC(=O)N(c2ccc3c(c2)OCCO3)C1 (stereo not drawn)	i	2	-4	i	-5	7	0	0	-5	2.4
Cc1ccc(C2Nc3ccccc3C(=O)N2CCCN2CCOCC2)cc1 (stereo not drawn)	i	-2	-1	nt	1	3	-6	0	-11	-1.5
O=C(NN1C(=O)c2ccccc2NC1c1cccnc1)c1ccc([N+](=O)[O-])cc1 (stereo not drawn)	i	2	-2	i	1	-21	-1	0	2	-0.4
Cc1cc(C)cc(N(C(=O)c2csnn2)C(C(=O)NC(C)(C)C)c2cccnc2)c1 (stereo not drawn)	i	-5	-4	i	0	2	-4	0	-2	-1.4
Cc1ccccc1C1NC(c2ccccc2C)C(C)C(=O)C1C (stereo not drawn)	i	6	0	i	2	-6	-8	-2	-10	-2.1
CCOC(=O)C(c1ccccc1)C(Nc1cc(C(F)(F)F)cc(C(F)(F)F)c1)c1ccccn1 (stereo not drawn)	i	3	-2	i	-2	0	2	2	-3	6.3

Part of the list above in order of length of the SMILES, largest number first:
SMILES	Rpn11 block	Rin1-Abl PPI inh	CSN inh	Neddyl block	DNMT1 block	SUMO1 PPI mod	NadD block	STEP inh	Scp-1 inhibitor	LMPTP block
C[C@@H]1CN([C@H](C)CO)C(=O)c2cccc(NC(=O)Nc3ccc(C(F)(F)F)cc3)c2O[C@H]1CN(C)S(=O)(=O)c1cccs1	i	3	1	i	-2	2	-5	-2	-8	3.0
O=C(NCC(=O)N(CC1CCCO1)C(C(=O)NC1CCCCC1)c1cccnc1)c1cccs1 (stereo not drawn)	i	2	-3	i	0	-2	11	2	-4	-0.4
O=C(NCCOc1ccc(Cl)cc1)C1CC(=O)N(c2ccc3c(c2)OCCO3)C1 (stereo not drawn)	i	2	-4	i	-5	7	0	0	-5	2.4

Following part
SMILES	Rpn11 block	Rin1-Abl PPI inh	CSN inh	Neddyl block	DNMT1 block	SUMO1 PPI mod	NadD block	STEP inh	Scp-1 inhibitor	LMPTP block
Cn1c(=O)c(=O)n(C)c2cc(S(=O)(=O)N3CCCC3C(=O)NCc3cccs3)ccc21 (stereo not drawn)	i	-4	0	i	1	4	2	-2	-1	-0.8
CCCCCCCNC(=O)C1(CC2CC(c3ccc(Cl)cc3)=NO2)CCN(C(=O)C2CCCC2)CC1 (stereo not drawn)	i	-3	1	i	-5	-1	5	1	-2	1.9
Cc1ccc(-c2ccc(CN3C(C(C)C)C(=O)N(Cc4cn(CC5CCCCC5)nn4)CCS3(=O)=O)cc2)cc1 (stereo not drawn)	i	2	5	i	-16	1	5	-2	nt	4.2
O=C(CC1N=C2c3ccccc3N=C(SCc3ccc(F)cc3)N2C1=O)NCc1ccco1 (stereo not drawn)	i	0	5	i	0	1	13	0	-4	1.0
CC(=O)Nc1ccc(S(=O)(=O)N2CCN(Cc3csc(C)n3)CC2)cc1	i	0	-3	i	3	0	3	0	-10	-0.3
O=C(Nc1nnc(C2CC2)s1)C1=NN(C2CCS(=O)(=O)C2)C(=O)CC1 (stereo not drawn)	i	-1	5	i	0	1	2	1	-1	1.3
O=C(c1cc(-c2ccncc2)nc2c(Cl)cccc12)N1CCN(c2ccccc2F)CC1	i	1	1	i	12	-10	10	3	nt	3.3
Cc1c(C(=O)Nc2ccccc2F)sc2ncn(CC(=O)N3CCOCC3)c(=O)c12	i	3	1	i	0	-9	-9	-3	-6	-0.5
CCCCn1nc(CC(=O)NCCN(CC)CC)c2ccccc2c1=O	i	0	0	i	2	4	2	2	-6	-1.3

Part of the list above, as a markdown table:
| Molecule | Rpn11 block | Rin1-Abl PPI inh | CSN inh | Neddyl block | DNMT1 block | SUMO1 PPI mod | NadD block | STEP inh | Scp-1 inhibitor | LMPTP block |
| --- | --- | --- | --- | --- | --- | --- | --- | --- | --- | --- |
| O=C(CC1N=C2c3ccccc3N=C(SCc3ccc(F)cc3)N2C1=O)NCc1ccco1 (stereo not drawn) | i | 0 | 5 | i | 0 | 1 | 13 | 0 | -4 | 1.0 |
| CCCCCCCNC(=O)C1(CC2CC(c3ccc(Cl)cc3)=NO2)CCN(C(=O)C2CCCC2)CC1 (stereo not drawn) | i | -3 | 1 | i | -5 | -1 | 5 | 1 | -2 | 1.9 |
| Cn1c(=O)c(=O)n(C)c2cc(S(=O)(=O)N3CCCC3C(=O)NCc3cccs3)ccc21 (stereo not drawn) | i | -4 | 0 | i | 1 | 4 | 2 | -2 | -1 | -0.8 |
